Screening data as filed in PubChem.
AGP1-GFP MLPCN – modulators of AGP1-GFP expression in yeast TOR pathway, primary screen, cell-based, multiplex flow cytometry, S. cerevisiae, MLPCN library; 3 h; GFP as percent of DMSO wells; GFP response vs DMSO, % at 10 µM; 320,000 compounds, 0.02% hits; AID 2066, 2009;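 active = GFP response relative to DMSO above a set limit, near screen average plus 3 SD, cut at about 150% in these data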;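 note: median GFP channel fluorescence of the gated AGP1 strain per well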
proCasp3 act – activators of human procaspase-3 D3A mutant, primary screen, biochemical, absorbance, PC-3 D3A mutant, single concentration. AID 463141, 2010. activation, % at 8.5 µM. Caspase-3 (Homo sapiens), P42574. recombinant procaspase-3 D3A, Ac-DEVD-pNA absorbance 405 nm. 330,000 compounds, 0.11% hits;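 active = activation above the mean of all tested compounds plus 3 SD, cut at about 21% in these data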;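 note: 0% = DMSO alone and 100% = DMSO wells spiked with extra 5 µM PC-3 D3A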
Target sequence (P42574 whole entry D9A/D28A/D175A): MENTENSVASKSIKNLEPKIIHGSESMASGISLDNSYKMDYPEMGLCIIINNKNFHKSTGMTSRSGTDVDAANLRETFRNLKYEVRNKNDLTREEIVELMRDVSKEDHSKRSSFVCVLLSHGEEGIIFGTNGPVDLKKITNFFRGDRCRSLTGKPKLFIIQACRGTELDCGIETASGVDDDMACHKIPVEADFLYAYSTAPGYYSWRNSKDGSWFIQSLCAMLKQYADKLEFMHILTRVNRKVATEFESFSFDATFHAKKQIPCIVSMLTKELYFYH
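Test system: Procaspase-3 D3A mutant; medium: Zinc-free HEPES/NaCl buffer with 0.01% Triton X-100 at pH 7.4; reagent: DEVD-pNA substrate; doses: one concentration, 8.5 µM nominal, 0.8% DMSO; times: 1 h preincubation plus 2 h reaction at 25 °C; signal: Epi-absorbance at 405 nm of released p-nitroaniline, 0 and 120 min; replicates: singlicate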
CIT2 TOR yeast – modulators of CIT2-GFP expression in yeast, primary screen, S. cerevisiae, GFP fusion, multiplex flow cytometry, MLPCN library | S. cerevisiae CIT2-GFP strain, 3 h; 100 means same as DMSO wells | GFP response vs DMSO, % at 10 µM | 320,000 compounds, 0.065% hits | AID 2029, 2009;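 active = GFP response relative to DMSO above a set limit, near the screen mean plus 3 SD, cut at about 150% in these data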;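 note: ratio of well median GFP fluorescence to mean of DMSO wells on the plate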
LAP4 TOR yeast – modulators of LAP4-GFP expression in yeast, primary screen, S. cerevisiae, multiplex flow cytometry, MLPCN library; GFP response vs DMSO, % at 10 µM; 320,000 compounds, 0.34% hits; AID 2023, 2009; 3 h; median GFP as percent of DMSO wells;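 active = GFP response vs DMSO above a set limit, about the screen mean plus 3 SD, cut at about 150% in these data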
procasp7 counter – procaspase-7 activators, primary screen, counter-screen for procaspase-3 activator project, biochemical, absorbance, HTS, human; 330,000 compounds, 0.093% hits; recombinant procaspase-7, Ac-DEVD-pNA absorbance 405 nm; D23A/D198A/D206A triple mutant, cannot self-cleave; scale: DMSO 0, 5 µM enzyme 100; activation, % at 8.5 µM; Caspase-7 (Homo sapiens), P55210;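 active = percent activation above the screen-wide mean plus 3 SD, cut at about 25% in these data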
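buffer or medium = Zinc-free HEPES/NaCl buffer, pH 7.4 | material = Procaspase-7 triple mutant (PC-7 D3A) | input = 2 µM procaspase-7 mutant as dispensed | signal = Epi-absorbance of released pNA at 405 nm, two timepoints | timing = 1 h preincubation, 2 h reaction | replicates = singlicate compound testing | evaluation = % activation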
RPL19A TOR yeast – RPL19A-GFP expression modulators in yeast, primary screen, cell-based, S. cerevisiae, multiplex flow cytometry, MLPCN. percent response vs DMSO, % at 10 µM. S. cerevisiae RPL19A-GFP strain, 3 h; active compounds read low. 330,000 compounds, 0.3% hits;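 active = percent response vs DMSO below 50%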;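 note: median channel GFP fluorescence of the barcoded RPL19A-GFP strain; ratio of sample median GFP to plate DMSO average so 100% = DMSO; lower means less RPL19A-GFP as with rapamycin TOR inhibition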
MEP2 TOR yeast – modulators of MEP2-GFP levels in yeast, primary screen, S. cerevisiae, multiplex flow cytometry, MLPCN library; GFP response vs DMSO, % at 10 µM; 330,000 compounds, 0.51% hits; S. cerevisiae MEP2-GFP strain, 3 h; 100% = DMSO control level;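 active = GFP response versus DMSO above a set limit, roughly screen mean plus 3 SD, cut at about 180% in these data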;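 note: median GFP fluorescence of the barcode-gated MEP2-GFP cells per well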
AHR act – AHR activators, primary screen, cell-based, luminescence, luciferase reporter, human; Aryl hydrocarbon receptor (Homo sapiens), P35869; activation, % at 5 µM; AID 2796, 2010; 320,000 compounds, 2.5% hits; AHR-responsive luciferase reporter cells; in the data active = activation above about 47%;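 note: 0% = vehicle wells and 100% = reference agonist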
Target sequence (P35869 whole entry, looked up): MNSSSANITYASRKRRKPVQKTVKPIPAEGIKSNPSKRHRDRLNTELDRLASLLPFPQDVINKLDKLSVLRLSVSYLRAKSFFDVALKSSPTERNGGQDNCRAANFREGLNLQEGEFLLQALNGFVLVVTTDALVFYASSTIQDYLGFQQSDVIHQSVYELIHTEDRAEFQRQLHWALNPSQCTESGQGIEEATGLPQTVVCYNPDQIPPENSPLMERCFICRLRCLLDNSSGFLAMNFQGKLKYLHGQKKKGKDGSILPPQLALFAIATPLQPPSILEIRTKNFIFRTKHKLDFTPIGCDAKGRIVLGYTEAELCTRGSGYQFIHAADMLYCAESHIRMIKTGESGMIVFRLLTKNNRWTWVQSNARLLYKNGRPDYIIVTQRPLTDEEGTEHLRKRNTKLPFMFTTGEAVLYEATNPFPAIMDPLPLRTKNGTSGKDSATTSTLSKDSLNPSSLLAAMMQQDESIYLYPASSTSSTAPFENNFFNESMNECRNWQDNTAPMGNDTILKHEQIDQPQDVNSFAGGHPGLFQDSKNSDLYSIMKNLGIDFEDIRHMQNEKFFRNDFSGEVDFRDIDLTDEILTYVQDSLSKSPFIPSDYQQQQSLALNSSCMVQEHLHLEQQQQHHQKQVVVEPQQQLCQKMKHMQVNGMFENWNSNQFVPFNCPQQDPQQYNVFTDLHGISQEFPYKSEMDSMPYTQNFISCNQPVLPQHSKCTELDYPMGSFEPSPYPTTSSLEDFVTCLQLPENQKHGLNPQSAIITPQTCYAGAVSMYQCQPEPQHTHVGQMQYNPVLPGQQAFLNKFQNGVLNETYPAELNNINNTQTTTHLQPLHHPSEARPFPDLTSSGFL
* = called active by the depositor. Hits appear at their usual frequency. About 3.5% of those tested had a hit in this group.

SMILES	AGP1-GFP MLPCN	proCasp3 act	CIT2 TOR yeast	LAP4 TOR yeast	procasp7 counter	RPL19A TOR yeast	MEP2 TOR yeast	AHR act
COc1ccnc(-n2cccc2C=O)c1C#N	105.5	-3.9	94.2	99.9	0.2	97.8	92.5	1.2
O=c1[nH]c(CSc2ccccn2)nc2ccccc12	94.3	1.1	101.0	98.6	4.0	97.6	104.5	17.7
O=C(NCC(O)c1ccc([N+](=O)[O-])cc1)C(c1ccccc1)c1ccccc1 (configuration not stated)	92.7	3.4	85.8	76.1	5.9	95.5	97.0	-1.0
COc1ccccc1NC(=O)C1Cc2ccccc2CN1C(=O)c1ccco1 (configuration not stated)	102.9	0.7	108.2	95.9	5.2	99.5	101.6	18.1
CCCCn1c(N)c(N(CCOC)C(=O)CSc2nnc(-c3ccco3)n2CC)c(=O)[nH]c1=O	98.9	3.3	101.5	97.6	13.6	94.8	98.8	-1.1
COc1ccc(Cl)cc1C(=O)NNC(=O)c1cccc(S(=O)(=O)N(C)C)c1	105.0	-6.0	106.5	96.0	-0.1	103.5	99.2	25.3
Cc1nn(C)c(C)c1CN(C)C(=O)c1cc2nc(-c3ccco3)cc(C(F)(F)F)n2n1	96.1	-1.1	101.5	95.3	-8.1	98.9	98.3	-0.7
Cc1cc(Cl)ccc1OCC(=O)N/N=C1\CCCc2ccccc21	101.1	-0.6	99.7	102.5	-0.2	96.7	115.0	15.2
CCCC(c1nnnn1C1CCCC1)N1CCN(c2ccccc2F)CC1 (configuration not stated)	88.4	0.6	86.0	87.7	2.0	91.3	90.1	-1.4
COc1ccccc1NC(=O)Cc1noc(CSc2cccc[n+]2[O-])n1	112.1	-8.6	97.4	105.5	-5.0	103.8	98.8	2.9
CC(Nc1c([N+](=O)[O-])c(=O)oc2ccccc12)c1ccccc1 (configuration not stated)	94.5	6.7	95.3	100.5	6.1	98.8	97.8	1.2
CC1(C)CC(=O)c2cnc(NC(=O)CSC(=S)N3CCCCC3)nc2C1	103.8	-2.8	90.6	103.8	3.3	99.1	96.1	-2.7
CCc1cc2c(=O)n(Cc3ccco3)c(SCC(=O)NC3CCS(=O)(=O)C3)nc2s1 (configuration not stated)	95.1	3.9	93.6	88.6	-3.7	92.6	90.4	2.6
N#C/C(=C/c1ccco1)c1nc2ccccc2s1	82.8	3.4	108.3	81.4	-8.7	96.5	84.2	30.4
CC1CCN(C(=O)C2CCN(S(=O)(=O)c3cc(Cl)ccc3Cl)CC2)CC1	94.9	-3.4	92.8	103.5	4.4	94.0	97.8	-2.1
CC(C)(C)NC(=O)c1cc(-c2ccc3c(c2)OCO3)nc2ccccc12	98.9	5.7	93.9	108.3	8.5	99.3	102.6	69.8*
CCOC(=O)c1c(NC(=O)C2C3C=CC(C3)C2C(=O)O)sc2c1CCCC2 (configuration not stated)	92.9	-1.1	99.5	95.9	6.0	96.0	96.7	0.8
CNCc1ccccc1Sc1ccc(OC)cc1	93.0	-4.6	89.2	90.3	11.3	94.0	100.5	4.3
COc1cccc(C(=O)Nc2cccc(-c3nnc(-c4ccco4)o3)c2)c1	97.4	1.1	90.5	93.7	-0.1	96.1	96.5	0.5
CC(Sc1nc2ncc(Cl)cc2[nH]1)C(=O)Nc1ccc(C(N)=O)cc1 (configuration not stated)	97.5	2.9	95.3	99.2	0.7	90.8	93.3	4.1
O=C(O)c1ccnc(C(=O)O)c1	109.4	0.7	98.7	100.1	4.9	97.2	103.9	-1.3
CNC(=O)NNC(=O)c1csc(Cc2c(Cl)sc3ccc(Cl)cc23)n1	104.2	2.6	90.7	105.2	4.8	99.2	94.6	47.1*
CCCCn1c(N)c(N(CCOC)C(=O)C2CCN(C(=O)c3ccccc3C)CC2)c(=O)[nH]c1=O	99.5	4.0	98.6	98.7	13.0	100.6	102.6	-0.8
O=C(COc1ccc(Cl)cc1)Nc1ccccc1CO	100.5	-4.2	105.0	101.4	1.5	99.1	98.3	62.6*
COCC(=O)N1CCC(Oc2ccc(C(=O)NC(C)c3csc(C)n3)cc2)CC1 (configuration not stated)	103.8	2.9	103.4	99.7	5.0	97.6	106.5	-1.0
CCOC(=O)C(=CNc1nc(-c2ccccc2)c(C(=O)Nc2ccc(-c3ccccc3)cc2)s1)C(=O)OCC	110.3	0.5	101.2	104.7	7.9	106.5	104.3	1.1
C/C(=N/NC(=O)c1ccccc1)C(=O)O	102.2	2.0	100.7	103.0	-12.4	93.2	89.6	5.5
O=C(NC(=S)Nc1nc(-c2ccccc2)cs1)c1cccs1	96.3	0.5	95.4	96.1	0.8	100.9	102.9	67.9*
Cc1ccc(-c2cc(NC(=O)c3ccccc3)on2)cc1	98.0	2.8	104.6	92.4	7.6	105.5	106.8	3.8
Cc1ccc(Nc2cc(-n3nc(C)cc3C)ncn2)cc1	91.9	-12.3	100.2	108.2	6.0	102.9	102.0	5.3

2 of these compounds, set out differently:
Results follow in this order: AGP1-GFP MLPCN | proCasp3 act | CIT2 TOR yeast | LAP4 TOR yeast | procasp7 counter | RPL19A TOR yeast | MEP2 TOR yeast | AHR act
Cc1ccc(-c2cc(NC(=O)c3ccccc3)on2)cc1
    98.0 | 2.8 | 104.6 | 92.4 | 7.6 | 105.5 | 106.8 | 3.8
C/C(=N/NC(=O)c1ccccc1)C(=O)O
    102.2 | 2.0 | 100.7 | 103.0 | -12.4 | 93.2 | 89.6 | 5.5

Next compounds.
SMILES	AGP1-GFP MLPCN	proCasp3 act	CIT2 TOR yeast	LAP4 TOR yeast	procasp7 counter	RPL19A TOR yeast	MEP2 TOR yeast	AHR act
Cc1cc(C)c(C(=O)COC(=O)c2ccc(NC(=O)CC#N)cc2)cc1C	107.1	-2.8	101.5	113.9	-4.7	98.9	112.2	25.8
COc1cccc(N2CCN(C(=O)c3ccc(CS(=O)c4ccccc4C)o3)CC2)c1 (configuration not stated)	106.3	2.9	107.4	113.7	-3.4	105.9	114.1	5.0
COc1c(C)cc(C(=O)C2CCCN(C(=O)CCCn3cncn3)C2)cc1C (configuration not stated)	108.7	-5.2	113.8	109.4	6.6	118.3	116.0	0.6
O=Cc1c(OCc2ccccc2)ccc2ccccc12	101.1	4.1	94.9	102.1	1.3	100.3	101.0	7.6
Cc1nc2sc(C(c3ccc(Cl)cc3)N3CCN(C(=O)c4ccco4)CC3)c(O)n2n1 (configuration not stated)	104.2	7.5	103.4	95.7	-0.8	104.7	98.5	1.4
Cc1ccc(C(=O)NCc2ccc(Cl)cc2)o1	101.6	3.6	88.0	109.0	15.9	95.5	95.7	3.2
CC1CCCN(c2nc3ccsc3c(=O)s2)C1 (configuration not stated)	96.4	1.5	92.1	124.9	2.9	97.9	95.8	-4.9
Cc1ccc(O)c(-c2cc(-c3ccccc3[N+](=O)[O-])[nH]n2)c1	90.2	4.4	91.0	104.2	1.5	96.5	107.1	25.2
Cc1csc(NC(=O)CSc2ccc([N+](=O)[O-])cn2)n1	96.7	-3.6	112.6	94.3	-3.1	96.9	101.4	6.3
COc1ccc(N2CCN(CC(=O)Nc3nc4c(s3)CC(C)CC4)CC2)cc1 (configuration not stated)	93.5	8.2	84.7	94.8	-0.8	95.8	94.4	1.1
COc1ccc(CN2CCNC(=O)C2CC(=O)NCCC2=CCCCC2)cc1OC (configuration not stated)	103.0	-1.0	102.0	99.7	-1.0	100.8	104.0	-1.4
CCOc1ccc(C(C)(C)C)cc1S(=O)(=O)Nc1ccncc1	96.9	3.2	97.8	90.1	7.3	99.5	109.9	-0.2
Cc1cc(C(=O)NN=C2CCCCCC2)c(C)o1	100.8	1.7	92.8	83.5	3.8	96.0	94.6	15.4
Cc1nn(CC(=O)c2ccc3c(c2)OCCO3)c(=O)c(C#N)c1C	107.2	2.4	112.6	94.8	6.9	101.2	107.7	88.2*
CCCCn1c(SCC(=O)Nc2cc(C(F)(F)F)cc(C(F)(F)F)c2)nnc1C(CC)N(C)C (configuration not stated)	106.3	0.1	106.9	104.9	3.4	102.5	110.4	0.5
CNc1ccccc1-c1nc2ccccc2n(C)c1=O	103.4	6.1	98.4	118.3	0.0	101.6	100.5	112.6*
O=C(CN1CCN(c2ccccn2)CC1)Nc1ccc(F)cc1	86.7	0.4	91.0	85.9	7.4	85.6	89.1	0.1
CC(=O)c1ccc(NC(=O)Cn2cnc(S(=O)(=O)N3CCCC3)c2)cc1	108.8	2.8	129.0	95.3	8.8	111.4	110.6	-1.3
O=C1CCCN1c1ccc(S(=O)(=O)Oc2cccc(Cl)c2)cc1[N+](=O)[O-]	107.4	-7.9	98.7	112.2	-3.3	106.4	119.3	3.4
O=C1c2ccccc2NC(c2ccc(Cl)cc2Cl)N1O (configuration not stated)	96.1	-8.6	88.2	98.0	-4.3	96.2	90.3	0.3

At a glance, some entries already given:
SMILES	AGP1-GFP MLPCN	proCasp3 act	CIT2 TOR yeast	LAP4 TOR yeast	procasp7 counter	RPL19A TOR yeast	MEP2 TOR yeast	AHR act
COc1ccc(CN2CCNC(=O)C2CC(=O)NCCC2=CCCCC2)cc1OC (configuration not stated)	103.0	-1.0	102.0	99.7	-1.0	100.8	104.0	-1.4
CCOc1ccc(C(C)(C)C)cc1S(=O)(=O)Nc1ccncc1	96.9	3.2	97.8	90.1	7.3	99.5	109.9	-0.2
Cc1cc(C(=O)NN=C2CCCCCC2)c(C)o1	100.8	1.7	92.8	83.5	3.8	96.0	94.6	15.4

(more compounds)
SMILES	AGP1-GFP MLPCN	proCasp3 act	CIT2 TOR yeast	LAP4 TOR yeast	procasp7 counter	RPL19A TOR yeast	MEP2 TOR yeast	AHR act
CC1CC(C)(C)CC2(C1)NC(=O)N(CC(=O)N1CCN(S(=O)(=O)c3cccs3)CC1)C2=O (configuration not stated)	98.2	-2.2	89.9	108.6	1.2	93.6	94.1	-0.7
COc1ccccc1C(=O)Nc1ccc(Br)c2cccnc12	100.1	-0.3	106.2	86.6	-1.0	103.3	102.9	46.7
Cn1cccc1C(=O)OCC(=O)NCCCc1ccccc1	96.5	2.1	93.2	100.0	6.5	98.5	104.7	0.2
CCC(C(=O)OCC(=O)c1ccc2c(c1)NC(=O)CO2)c1ccccc1 (configuration not stated)	106.2	3.7	101.0	95.9	12.0	101.8	105.9	-2.4
CS(=O)(=O)Nc1nnc(SCC(=O)N(c2ccccc2)c2ccccc2)s1	102.3	-6.4	102.0	102.9	8.5	100.2	107.0	-1.0
O=C(c1ccccc1-c1ccccc1)N1CCOCC1	99.7	4.1	97.9	94.2	6.0	103.2	99.6	-1.4
Cc1ccccc1NC(=O)C(C)SCc1ccccc1 (configuration not stated)	100.1	-4.3	98.8	102.0	7.5	98.3	103.1	2.1
COc1cccc(/C=C/C(=O)Nc2ccc3c(c2)OCCO3)c1	93.6	2.6	96.5	101.6	8.9	98.1	91.7	-3.9
Cc1ccc(NC(=O)c2c([N+](=O)[O-])c(C(C)(C)C)nn2C)c(C)c1	102.1	8.2	106.9	105.5	-1.8	108.1	134.8	-6.9
O=C(COc1ccccc1[N+](=O)[O-])Nc1cccc(S(=O)(=O)N2CCCC2)c1	96.8	5.0	103.2	93.4	-4.0	97.0	97.6	2.5
